# CXXC DNA block: qHTS Fluorescence Polarization Assay for Inhibitors of MLL CXXC domain - DNA interaction; MLL-CXXC / FITC-HOXA9 DNA fluorescence polarization; AID 2662, 2010; actives 0.037% (n = 290,000); Histone-lysine N-methyltransferase 2A (Homo sapiens), Q03164; Potency, µM (series often up to 115 µM), without a hit: at the top dose activity change, negative = inhibition, hits mostly inhibitors; active means well fitted inhibition curve with a large enough effect in the polarisation, with a control signal flat, not every such curve was filed as active; inconclusive means small, poorly fitted or top-dose-only effect, or effect the other way, or a change in a side signal; inactive means no such curve, though single readings can be large or run the other way; the % refers to the polarisation
#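 Steps: dispense CXXC domain solution (7 uM) → pin compounds or unlabeled HOX-A9 DNA control → 5 min ambient → add FLSN-HOX-A9 solution (50 nM) → spin → 30 min ambient → fluorescence polarization. Tris pH 7.5/NaCl/DTT/BSA buffer.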
# Gal4-VP16 FLuc: VP16 counterscreen qHTS for inhibitors of ROR gamma transcriptional activity; Drosophila S2 Gal4-VP16 UAS-luciferase, luminescence, 20 h; Potency, µM (series often up to 53.6 µM), for the others: at the highest dose activity, negative = inhibition, actives largely listed as inhibitors; actives 3.5% (n = 310,000);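 further: Gal4-VP16 expression switched on by copper sulfate through the metallothionein promoter; on the % scale 0 is the no-effect control and ±100 the full control effect; nearly all actives have a fitted effect of over 50% in size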
# RORg inh: qHTS for inhibitors of ROR gamma transcriptional activity. Potency, µM (doses to about 53.6 µM), for the others: at the highest dose activity change, negative = inhibition, hits mostly inhibitors. actives 5.4% (n = 310,000). Drosophila S2 Gal4-RORgamma UAS-luciferase reporter, 20 h. Nuclear receptor ROR-gamma (Mus musculus), P51450; further: on the % scale 0 is the no-effect control and ±100 the full control effect; nearly all actives have a fitted effect of over 60% in size
#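 A Gal4/UAS one-hybrid system in insect cells: metallothionein-promoter Gal4–ROR gamma fusion plus Photinus luciferase reporter. Copper sulfate 700 uM final, 20 hr ambient incubation, luminescent detection after 10 min with reagent.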
# Rab9 promoter act: qHTS Assay for Rab9 Promoter Activators | Huh7 Rab9 promoter-luciferase reporter, luminescence, 24 h | Potency, µM (top dose mostly 9.22 µM), without a hit: top-dose activation, negative = inhibition, usual class: activators | actives 2.8% (n = 320,000) | AID 485297, 2010; further: % of control where 0% means no effect; nearly all actives have a fitted effect of over 60% in size
#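 Measured in stably transfected Huh7 cells bearing a Rab9 promoter–luciferase construct: 24 h compound treatment at 37 °C, followed by luminescence detection.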
# p53 reactivator: qHTS assay for re-activators of p53 using a Luc reporter. H1299 p53-A138V BP100-luciferase reporter, luminescence, 24 h. Potency, µM (highest dose often 92.2 µM), inactives show at the highest dose activity change, positive = activation, usual class: activators. actives 0.063% (n = 320,000); further: % of control where 0% means no effect; nearly all actives have a fitted effect of over 45% in size
#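 p53-null H1299 cells stably carrying temperature-sensitive p53-A138V and a BP100-luciferase reporter were pinned with compounds (4-point, 1:5 series) and held 24 hrs at 37 deg C. Luminescence was read 10 min after detection reagent.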
# BRCA1 expr act: qHTS Assay to Identify Small Molecule Activators of BRCA1 Expression; MCF7-BRCA1-FFLuc reporter, luminescence, 48 h; response scale: scaled: vehicle 0%, 10 µM genistein 100%; Potency, µM (highest dose often 46.1 µM), inactives show top-dose activation, actives largely listed as activators; actives 1.1% (n = 380,000); AID 624202, 2012; further: nearly all actives have a fitted effect of over 80% in size; some results filed as inactive show a strong effect at the top dose
#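 Quantitative HTS in MCF7 cells stably reporting BRCA1 expression via firefly luciferase. Compound treatment lasts 48 h at 37 °C in phenol-red free MEM. Activation is expressed relative to genistein at 10 microM and DMSO.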
# ELG1 genotox: qHTS screen for small molecules that induce genotoxicity in human embryonic kidney (HEK293T) cells expressing luciferase-tagged ELG1. HEK293T ELG1-luciferase reporter, luminescence, 16 h. Potency, µM (top dose mostly 46 µM), for the others: top-dose activity change, positive = activation, most hits filed as activators. actives 1.3% (n = 330,000). AID 504466, 2011; further: % of control where 0% means no effect; nearly all actives have a fitted effect of over 60% in size
#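 After overnight (16 hr) compound treatment at 37 °C, ELG1-luciferase HEK293T cells were lysed with ONE-Glo; luminescence quantified 30 min later at room temperature.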
# MBNL1-CUG inh: qHTS Assay for Inhibitors of MBNL1-poly(CUG) RNA binding; TR-FRET MBNL1-His/biotin-(CUG)12 binding, 665/545 ratio; Potency, µM (titrated, usually from 57.5 µM), for the others: at the highest dose activity change, negative = inhibition, actives largely listed as inhibitors; AID 2675, 2010; actives 0.036% (n = 280,000); active means well fitted inhibition curve with a large enough effect in the signal ratio, with a control signal flat, not every such curve was filed as active; inconclusive means small, poorly fitted or top-dose-only effect, or effect the other way, or a change in a side signal; inactive means no such curve, though single readings can be large or run the other way; the % refers to the signal ratio; further: on the % scale 0 is the no-effect control and ±100 the full control effect
#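 Ratiometric TR-FRET (665 over 545 nm, excitation 340 nm) tracks disruption of MBNL1-His/biotin-(CUG)12 complex after 60 min at room temperature, with compounds at 92 nM to 58 uM final.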
# NPC1 promoter act: qHTS Assay for NPC1 Promoter Activators; Huh7 NPC1 promoter luciferase reporter, 24 h; Potency, µM (highest dose often 9.22 µM), inactives show at the top dose activation, most hits filed as activators; actives 2.4% (n = 320,000); AID 485313, 2010;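 further: % of control where 0% means no effect; nearly all actives have a fitted effect of over 60% in size; reporter is driven by a mutant NPC1 promoter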
#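 Cells: Huh7 expressing luciferase under the NPC1 promoter, 1500/well. Seeded 2 h, compound added, incubated 24 h at 37 °C. Luciferase reagent, 10 min ambient, then luminescence.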
# FLuc modulator: qHTS profiling assay for firefly luciferase inhibitor/activator using purifed enzyme and Km concentrations of substrates (counterscreen for miR-21 project) | Luciferin 4-monooxygenase (Photinus pyralis), P08659 | purified FLuc, Km substrates, luminescence inhibition | Potency, µM (top dose mostly 57.5 µM), inactives show at the highest dose activity change, negative = inhibition, most hits filed as inhibitors | actives 6.9% (n = 360,000);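 further: plate controls were vehicle for no effect and reference inhibitor for full effect; nearly all actives have a fitted effect of over 55% in size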
#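 Purified P. pyralis luciferase (10nM final) with 10uM D-luciferin and 10uM ATP (Km levels) in 50mM Tris acetate pH 7.5, 10mM Mg acetate, 0.01% Tween-20, 0.05% BSA; qHTS 6-point titration, ~60 µM downward; luminescence read.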
# uPA generation: qHTS for Inhibitors of Cell Surface uPA Generation; cell surface uPA generation assay, qHTS; Potency, µM (highest dose often 38.3 µM), inactives show at the top dose activity change, negative = inhibition, actives largely listed as inhibitors; actives 0.31% (n = 330,000); active means well fitted inhibition curve with a large enough effect; inconclusive means small, poorly fitted or top-dose-only effect; inactive means no such curve, though single readings can be large or run the other way; tested in mouse RAW 264.7 cells; further: on the % scale 0 is the no-effect control and ±100 the full control effect; nearly all actives have a fitted effect of over 55% in size
# The depositor's hits bear a star; ? = inconclusive; nt = not tested or not shown; [ ] = another dose, or the depositor's remark. Unless noted, the call rests on the fitted dose curve; in most records, active means well fitted curve in the direction sought with a large enough effect; inconclusive means small, poorly fitted or top-dose-only effect, or another doubt; inactive means no such curve, though single readings can be large; an effect the other way counts as inactive or inconclusive. Potency means the concentration at half of the fitted maximal effect. A portion of the library. The share of hits here may be higher or lower than overall.
# Results follow in this order: CXXC DNA block | Gal4-VP16 FLuc | RORg inh | Rab9 promoter act | p53 reactivator | BRCA1 expr act | ELG1 genotox | MBNL1-CUG inh | NPC1 promoter act | FLuc modulator | uPA generation
> COc1ccc(/C=C2\CCC/C(=C\C=N\N(C)C)C2=O)cc1
    51.9%[activator] | 7.4% | ? | 19.4% | ? | -4.3% | 4.8% | nt | 6.1% | 10.7µM* | 11.2µM*
> COC(=O)CCC(=O)OC1(C)C(=O)C2=CN(CC3CC3)C(c3ccc(OC)cc3)=CC2=C(Br)C1=O (configuration not stated)
    13.8% | -2.4% | 8.4% | -2.7% | 2.3% | -8.7% | 4.3% | 21.8% | 0.9% | 0.2% | 2.5%
> COc1cc(C=C2C(=O)c3ccccc3C2=O)cc(OC)c1
    ? | 4.9% | -2.6% | 1.8% | -0.2% | 2.7% | 1.3% | -0.7% | -3.3% | -15.4% | 9.7%
> CC(=O)NC(C(=O)c1ccccc1)N1CCCCC1 (configuration not stated)
    7.5% | 4.5% | -2.2% | 2.1% | nt | 1.2% | 3.7% | -4.7% | -0.7% | 6.6% | -2.2%
> COc1ccc(C(=O)Nc2cc(OCc3ccccc3)c(Cl)cc2Cl)cc1
    0.0% | 2.8% | 0.7% | 0.1% | -7.3% | -17.1% | -2.9% | -8.4% | -2.5% | 1.3% | 13.5%
> CCn1c(SCC(=O)Nc2nc(C)c(C)s2)nnc1-c1cccs1
    -4.7% | 4.5% | ? | -7.6% | -1.1% | -0.2% | 2.0% | 39.8µM* | -2.7% | 4.4% | 1.0%
> CC(=O)c1cc(C#N)c(N2CC(C)OC(C)C2)nc1C (configuration not stated)
    25.5% | 2.8% | -19.3% | -9.2% | -1.8% | -24.5% | 3.2% | 0.1% | 0.6% | 4.6% | -1.0%
> CCC1=NC(c2ccccc2OC)N(O)C1(C)C (configuration not stated)
    -10.5% | 3.8% | 11.6% | -0.2% | -3.0% | 1.5% | -0.2% | -1.7% | -2.9% | 1.5% | nt
> Cc1ccc(NC(=O)C(C)NS(=O)(=O)c2ccc(F)cc2)cc1C (configuration not stated)
    -5.1% | -17.4% | 14.9% | -3.1% | -0.3% | 14.9% | -10.1% | -3.0% | -4.4% | -11.1% | 1.6%
> CCN1/C(=C\C=C2\C(=O)N(c3ccccc3)C(=S)N2C)Sc2ccccc21
    7.2% | -0.9% | -12.7% | -0.8% | 2.7% | -3.5% | 1.5% | 21.3% | -4.8% | -17.6% | -2.7%
> COC(C(=O)NCc1ccccc1C)c1ccccc1 (configuration not stated)
    22.6% | -1.8% | -14.4% | -8.3% | -2.3% | 3.2% | 0.2% | -12.2% | 2.0% | -1.4% | -1.8%
> Cn1c(SCc2ccc(C#N)cc2)nnc1-c1ccccc1
    -4.1% | -1.4% | -7.3% | -1.7% | 20.8% | -0.3% | 6.9% | -6.3% | -3.0% | -4.5% | 4.4%
> N/C(CCN1CCCCC1)=N/O
    3.8% | -16.4% | -20.6% | nt | nt | -4.5% | nt | 5.3% | nt | 7.4% | 0.2%
> COC(=O)c1cc(Br)c(=O)n(-c2cc(C)on2)c1
    -2.6% | -0.3% | -0.8% | -0.4% | -1.1% | -6.9% | 1.6% | 1.8% | -1.0% | 2.9% | -2.1%
> Cc1cc(C)c(O)c(C2(O)C(=O)c3ccccc3C2=O)c1
    5.0% | 0.4% | -4.1% | -1.6% | 4.3% | 0.0% | -0.3% | 0.1% | 1.8% | 4.0% | 1.6%
> COC(=O)c1cc(-c2ccc(OC)cc2F)nc2nc(SC)[nH]c(=O)c12
    2.7% | -4.3% | -4.6% | 1.9% | 1.1% | -3.9% | 0.2% | 22.9% | 2.6% | 15.1µM* | 0.3%
> Cn1nccc1C(=O)N1CCN(c2ccc(F)cc2)CC1
    3.5% | -21.9% | -12.6% | -0.8% | 0.2% | -1.7% | -0.6% | -10.5% | 0.2% | -0.3% | 0.4%
> Cc1ccsc1C(=O)NCCc1nnc2ccccn12
    -13.9% | -8.1% | 22.0% | 2.51µM* | ? | ? | ? | 3.9% | ? | ? | ?
> CCOC(=O)c1cnc2nc(C(F)(F)F)[nH]n2c1=O
    8.4% | 7.2% | -1.4% | -6.1% | -2.3% | -4.6% | -0.1% | -5.6% | 0.8% | -13.4% | -0.3%
> CC(=O)Nc1ccccc1C(=O)N1CC2(C)CC1CC(C)(C)C2 (configuration not stated)
    -2.4% | -10.5% | -12.2% | -1.7% | -4.9% | -1.6% | -0.1% | -2.8% | 0.5% | -1.2% | 1.3%
> O=C(CS(=O)Cc1ccccc1Cl)Nc1ccccc1Cl (configuration not stated)
    ? | 1.7% | 15.8% | 0.6% | -3.3% | -2.9% | -1.9% | -5.0% | -0.4% | -8.8% | -1.1%
> CCOc1ccc(/C=C/C(=O)N(CC)CC(=O)Nc2ccc3c(c2)OCCO3)cc1OCC
    1.8% | -1.5% | 3.8% | -4.0% | 5.0% | -5.9% | 13.9% | -1.4% | 2.9% | 0.9% | 4.6%
> CC(C)OC(=O)NS(=O)(=O)c1cccc([N+](=O)[O-])c1
    6.5% | 3.0% | -15.6% | -9.5% | 2.5% | 1.5% | 0.0% | ? | 1.2% | 0.3% | 10.9%
> OC[C@H]1OC(O)C[C@@H](O)[C@@H]1O (some centres not stated)
    nt | nt | nt | -2.0% | -2.7% | 0.0% | -17.4% | nt | -0.8% | 1.0% | 12.1%
> COc1cccc(CN(C)C(=O)CCN=C2NS(=O)(=O)c3ccccc32)c1OC
    nt | nt | nt | -2.1% | -4.3% | -5.8% | 2.6% | nt | 7.1% | -1.0% | 3.1%
> CCSc1nc(-c2ccc(OC)cc2)n(-c2nc3ccccc3s2)n1
    1.0% | nt | -9.8%[0.365 µM] | 1.4% | 13.7% | -41.4% | 4.5% | 8.7% | 1.4% | -12.9% | nt
> COc1ccc(CCNC(=O)COC(=O)CSc2ccc([N+](=O)[O-])cc2)cc1OC
    nt | nt | nt | -2.8% | 2.1% | -3.2% | 1.2% | nt | -4.1% | -18.0% | -12.1%
> Cc1c(Cl)c([N+](=O)[O-])nn1CC(=O)NCc1cccnc1
    -0.9% | 2.8% | 0.3% | -0.4% | 9.4% | -9.6% | -0.2% | ? | -5.1% | -0.4% | 0.3%
> COc1ccc(C(CNC(=O)c2ccccc2C)N2CCCC2)cc1 (configuration not stated)
    0.1% | -0.8% | 21.7% | 0.1% | 5.0% | 3.7% | -0.5% | 0.2% | -2.3% | 2.4% | nt
> CCCCNC(=O)CC1Nc2ccccc2NC1=O (configuration not stated)
    -2.1% | -12.4% | -20.6% | -2.2% | 8.6% | -6.6% | -6.9% | 30.8%[activator] | 9.0% | 0.2% | 8.5%
> Cc1sc(NC(=O)CN2CCOCC2)c(C#N)c1C
    3.0% | -0.3% | 17.6% | -2.2% | -4.5% | -1.7% | 3.4% | -8.0% | -3.6% | 5.3% | 9.7%
> Cc1cc(OC(C)C(=O)NCCCN2CCOCC2)ccc1Cl (configuration not stated)
    4.3% | -1.5% | 19.6% | -0.1% | -2.2% | -16.4% | 2.7% | -4.6% | -1.3% | -3.5% | -5.2%
> Fc1cccc(NC(=S)NCC(c2cccnc2)N2CCOCC2)c1 (configuration not stated)
    1.1% | -1.1% | ? | 0.5% | 11.4% | -13.0% | 0.6% | 7.0% | -2.9% | 1.0% | -6.4%
> CCOc1cc(CNn2c(C)nnc2SCC(=O)NC(C)(C)C)ccc1OCC(=O)NC(C)(C)C
    -3.0% | -5.6% | 6.8% | -3.8% | 6.0% | -16.9% | -13.2% | -3.3% | -6.1% | -0.7% | 0.1%
> COc1ccc(C(=S)N2CCOCC2)cc1OC(=O)c1cc([N+](=O)[O-])c(C)c([N+](=O)[O-])c1
    10.7% | -8.7%[0.365 µM] | -26.5% | -7.2% | 8.9% | -24.5% | -3.8% | 31.5%[activator] | -2.6% | 5.4% | -2.4%

# Screening data as filed in PubChem.
